Yeast superoxide: lowers age-related superoxide in aged yeast cells. S. cerevisiae aged cells, superoxide DHE fluorescence; stronger effect = lower value. superoxide response (% of plate mean), % at 10 µM. 330,000 tested, 0.18% active;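 active = superoxide response under a set limit, about three screen SD below normal, cut at about 65% in these data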;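 also: yeast aged for seven days with compound at 30 °C before DHE staining; 100% = average MFI of all compound-treated wells on the plate with controls excluded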
AHR act: activators of human aryl hydrocarbon receptor | AHR-responsive luciferase reporter cells, luminescence | activation, % at 5 µM | 320,000 tested, 2.5% active; in the data active = activation above about 47%;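 also: 0% = vehicle wells and 100% = reference agonist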
Target sequence (P35869 whole entry, looked up): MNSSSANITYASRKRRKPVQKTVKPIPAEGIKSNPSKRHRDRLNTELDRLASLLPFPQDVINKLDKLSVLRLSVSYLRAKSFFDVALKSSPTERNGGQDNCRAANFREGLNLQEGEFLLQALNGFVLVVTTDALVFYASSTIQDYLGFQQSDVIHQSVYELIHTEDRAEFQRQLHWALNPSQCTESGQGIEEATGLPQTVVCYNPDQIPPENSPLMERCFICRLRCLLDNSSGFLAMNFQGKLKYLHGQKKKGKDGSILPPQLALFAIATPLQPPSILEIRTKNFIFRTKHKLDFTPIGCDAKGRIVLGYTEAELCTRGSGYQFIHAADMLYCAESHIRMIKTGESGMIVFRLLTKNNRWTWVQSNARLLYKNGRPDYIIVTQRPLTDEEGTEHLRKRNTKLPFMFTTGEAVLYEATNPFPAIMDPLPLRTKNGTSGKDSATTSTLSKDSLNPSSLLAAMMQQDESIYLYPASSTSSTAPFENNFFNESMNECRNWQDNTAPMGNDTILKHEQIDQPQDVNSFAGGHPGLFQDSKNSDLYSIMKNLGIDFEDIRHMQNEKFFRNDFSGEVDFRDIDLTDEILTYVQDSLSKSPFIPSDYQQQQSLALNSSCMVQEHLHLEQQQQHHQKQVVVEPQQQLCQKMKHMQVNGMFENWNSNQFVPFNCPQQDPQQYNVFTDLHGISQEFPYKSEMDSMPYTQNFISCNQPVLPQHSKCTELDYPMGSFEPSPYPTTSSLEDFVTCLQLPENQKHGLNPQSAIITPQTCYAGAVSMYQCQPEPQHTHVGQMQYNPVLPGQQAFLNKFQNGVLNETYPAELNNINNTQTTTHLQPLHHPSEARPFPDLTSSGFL
JMJD2C inh: inhibitors of human GASC-1 (JMJD2C) demethylase. Q9H3R0. GST-JMJD2C(1-420) H3K9me3 demethylation, DELFIA europium. inhibition, % at 2.35 µM. 330,000 tested, 0.069% active. AID 2099;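 active = more than half of a compound's replicate wells show inhibition beyond 50%, single wells judged on their own value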;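 also: signal counts dimethyl H3K9 product captured on neutravidin plate; 0% = median of DMSO wells and 100% = 0.3 times that DMSO median; strong numbers were not always called active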
proCasp3 act: procaspase-3 (human) activation; P42574; recombinant procaspase-3 D3A, Ac-DEVD-pNA absorbance 405 nm; activation, % at 8.5 µM; 330,000 tested, 0.11% active; AID 463141;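 active = activation above the mean of all tested compounds plus 3 SD, cut at about 21% in these data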;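 also: 0% = DMSO alone and 100% = DMSO wells spiked with extra 5 µM PC-3 D3A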
Target sequence (P42574 whole entry D9A/D28A/D175A): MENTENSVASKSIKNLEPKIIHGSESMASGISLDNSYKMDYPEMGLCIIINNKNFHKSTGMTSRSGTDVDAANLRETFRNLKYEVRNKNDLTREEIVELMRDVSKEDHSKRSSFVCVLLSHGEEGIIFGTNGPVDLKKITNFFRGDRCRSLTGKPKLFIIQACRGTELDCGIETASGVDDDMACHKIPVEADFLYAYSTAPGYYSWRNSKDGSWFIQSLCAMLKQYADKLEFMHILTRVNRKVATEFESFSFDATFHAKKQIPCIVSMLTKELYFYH
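Assay system – Procaspase-3 D3A mutant · Benchmarks – DMSO low control, extra-enzyme high control · Technique – 405 nm absorbance of p-nitroaniline, reads at 0 and 120 min · Doses – 8.5 µM nominal · Measure – % activation between DMSO and enzyme-spiked controls · Also added – Ac-DEVD-pNA chromogenic peptide substrate · Schedule – 1 h compound preincubation, 2 h substrate hydrolysis at 25 °C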
proCasp7 act: activates human procaspase-7, counter-screen for procaspase-3 activators; P55210; recombinant procaspase-7, Ac-DEVD-pNA absorbance 405 nm; D23A/D198A/D206A triple mutant, cannot self-cleave; scale: DMSO 0, 5 µM enzyme 100; activation, % at 8.5 µM; 330,000 tested, 0.093% active; AID 463210;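 active = percent activation above the screen-wide mean plus 3 SD, cut at about 25% in these data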
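System: Uncleavable procaspase-7 mutant enzyme; Amount: 2 µM procaspase-7 mutant as dispensed; Schedule: 1 h compound preincubation, 2 h substrate cleavage, 25 °C; Measured by: 405 nm absorbance of p-nitroaniline; Evaluation: percent activation from buffer-corrected 0–120 min absorbance change; Control set: low DMSO alone, high DMSO plus 5 µM PC-7.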
RPL19A TOR yeast: modulators of TOR pathway RPL19A-GFP in S. cerevisiae; S. cerevisiae RPL19A-GFP strain, flow cytometry, 3 h; stronger effect = lower value; percent response vs DMSO, % at 10 µM; 330,000 tested, 0.3% active; AID 2025;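 active = percent response vs DMSO below 50%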;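 also: median channel GFP fluorescence of the barcoded RPL19A-GFP strain; ratio of sample median GFP to plate DMSO average so 100% = DMSO; lower means less RPL19A-GFP as with rapamycin TOR inhibition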
LAP4 TOR yeast: yeast TOR pathway LAP4-GFP modulation. S. cerevisiae LAP4-GFP multiplex, flow cytometry GFP, 3 h; median GFP as percent of DMSO wells. GFP response vs DMSO, % at 10 µM. 320,000 tested, 0.34% active;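 active = GFP response vs DMSO above a set limit, about the screen mean plus 3 SD, cut at about 150% in these data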
MEP2 TOR yeast: alters MEP2-GFP fluorescence in TOR pathway yeast screen; 330,000 tested, 0.51% active; GFP response vs DMSO, % at 10 µM; S. cerevisiae MEP2-GFP strain, flow cytometry GFP, 3 h; 100% = DMSO control level; AID 2016;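 active = GFP response versus DMSO above a set limit, roughly screen mean plus 3 SD, cut at about 180% in these data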;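 also: median GFP fluorescence of the barcode-gated MEP2-GFP cells per well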
Starred values were filed as active, the others as inactive; / = not tested or not shown; [ ] = remark or other dose.

SMILES	Yeast superoxide	AHR act	JMJD2C inh	proCasp3 act	proCasp7 act	RPL19A TOR yeast	LAP4 TOR yeast	MEP2 TOR yeast
O=S1(=O)NC[C@]23C[C@H](c4ccc(F)cc4)[C@@H](C[C@@H]21)O3	96	-2	-10	7	-4	100	110	95
CC(OC(=O)CSc1ccc(F)cc1)C(=O)NC1(C#N)CCCCC1 (stereo not drawn)	94	-2	-11	-4	7	95	84	85
O=C(N/N=C\c1cc(Br)cs1)C1COc2ccccc2O1 (stereo not drawn)	95	6	7	9	2	105	114	96
O=C(COc1coc(CN2CCN(c3ccccc3)CC2)cc1=O)Nc1cccc(F)c1	89	-1	-1	8	6	96	100	101
COc1ccccc1C(=O)Nc1sc2c(c1C(N)=O)CCCC2	82	55*	6	0	-3	97	98	99
O=C(CN1C(=O)c2ccccc2S1(=O)=O)c1ccc2c(c1)OCCCO2	95	-13	-7	6	2	96	113	98
O=c1c2ccccc2nc(SCc2cccc(F)c2)n1-c1cccc(S(=O)(=O)N2CCCC2)c1	94	0	4	0	-3	95	108	88
CCCOc1ccc(CSc2n[nH]c(C)n2)cc1	78	6	-1	-6	-2	104	112	96
Cn1c(CC(=O)Nc2ccccc2F)nnc1SCC(=O)N1CCOCC1	98	-1	5	-5	1	97	101	99
CC(=O)Nc1ccc(S(=O)(=O)Nc2ccc3ccccc3n2)cc1	117	-4	5	6	0	104	100	99
O=C(Nc1ccc2c(c1)C(=O)OC2)c1ccc(C(F)(F)F)cc1	82	15	8	6	2	106	90	107
O=C(NCCN1CCCCC1)c1cccc2c1C(=O)c1ccc(N3CCCC3)cc1S2(=O)=O	115	2	-5	-3	1	92	90	/
C=CCSc1ncccc1C(=O)O	107	2	-3	18	0	101	106	106
O=C(CCCN1C(=O)/C(=C/c2cccs2)SC1=S)Nc1cccc(O)c1	83	1	-6	-5	-10	104	92	106
CC(C)CCN1CCN(Cc2cccn2-c2ccc(Cl)cn2)CC1CCO (stereo not drawn)	111	0	-5	-4	6	99	101	101
Cc1cccc(N/N=C/c2ccncc2)c1	106	6	11	3	-3	102	90	107
Fc1cccc(NC(=S)NCCc2ccccc2)c1	108	-6	-3	2	-13	98	111	101
COc1ccc(CCC(=O)OC(C)C(=O)c2ccc(C)cc2)cc1 (stereo not drawn)	99	0	6	-10	13	99	87	102
CC(C(=O)NCc1ccccc1)N1C(=O)C2CC=C(Cl)CC2C1=O (stereo not drawn)	99	2	-6	-4	6	103	109	102
CCc1ccccc1OCC(=O)Nc1ccc(S(N)(=O)=O)cc1	107	0	2	2	0	101	104	107

In a second layout: six of the compounds above
Sequence of screens: Yeast superoxide | AHR act | JMJD2C inh | proCasp3 act | proCasp7 act | RPL19A TOR yeast | LAP4 TOR yeast | MEP2 TOR yeast
> O=C(N/N=C\c1cc(Br)cs1)C1COc2ccccc2O1 (stereo not drawn)
→ 95 | 6 | 7 | 9 | 2 | 105 | 114 | 96
> Cn1c(CC(=O)Nc2ccccc2F)nnc1SCC(=O)N1CCOCC1
→ 98 | -1 | 5 | -5 | 1 | 97 | 101 | 99
> CC(C(=O)NCc1ccccc1)N1C(=O)C2CC=C(Cl)CC2C1=O (stereo not drawn)
→ 99 | 2 | -6 | -4 | 6 | 103 | 109 | 102
> COc1ccccc1C(=O)Nc1sc2c(c1C(N)=O)CCCC2
→ 82 | 55* | 6 | 0 | -3 | 97 | 98 | 99
> CC(=O)Nc1ccc(S(=O)(=O)Nc2ccc3ccccc3n2)cc1
→ 117 | -4 | 5 | 6 | 0 | 104 | 100 | 99
> O=C(CN1C(=O)c2ccccc2S1(=O)=O)c1ccc2c(c1)OCCCO2
→ 95 | -13 | -7 | 6 | 2 | 96 | 113 | 98

Further entries follow:
SMILES	Yeast superoxide	AHR act	JMJD2C inh	proCasp3 act	proCasp7 act	RPL19A TOR yeast	LAP4 TOR yeast	MEP2 TOR yeast
O=C(CCCCCCCC(=O)NNC(=O)Nc1ccccc1)NNC(=O)Nc1ccccc1	102	0	4	0	3	86[may fluoresce violet]	63[may fluoresce violet]	158[may fluoresce violet]
C=CCOC(=O)C1=C(C)NC(=O)NC1c1ccc2c(c1)OCO2 (stereo not drawn)	103	1	21	2	11	94	93	101
O=S(=O)(c1ccc(Cl)cc1)N1CCCC1c1nc(-c2ccc(Cl)cc2)no1 (stereo not drawn)	109	18	8	5	-1	101	115	108
COc1cc(NC(=O)c2cc(-c3ccc4c(c3)OCO4)on2)cc(OC)c1OC	101	-5	22	4	2	100	97	100
CCC1CCCCN1S(=O)(=O)c1ccc2[nH]c(=O)ccc2c1 (stereo not drawn)	109	1	35	4	6	118	107	102
CCCCC1CCC(C(=O)Nc2ccc(S(=O)(=O)Nc3nccs3)cc2)CC1 (stereo not drawn)	81	-6	1	-9	1	97	98	98
CN(C)c1ccc(S(=O)(=O)N2CCCCC2)cc1NC(=O)CCNC(=O)c1ccc(Cl)cc1	95	-1	/	-3	6	92	95	97
CN(C(=O)c1cccs1)c1ccc(OCC(=O)N2CCC(C(N)=O)CC2)cc1	93	-2	13	-9	5	110	100	107
COc1cccc(N(CC(=O)NCc2ccccc2)C(=O)CCC(=O)Nc2nccs2)c1	89	8	11	5	3	106	87	96
CCC(COC)NC(=O)c1ccc(OC)c(OC2CCN(C(C)=O)CC2)c1 (stereo not drawn)	86	-3	-2	0	14	105	93	105
C=CCn1c(N)cc(=O)nc1SCC(=O)Nc1ccc(C(=O)OC)cc1	101	0	7	7	1	93	91	88
c1ccc(-c2n[nH]nc2-c2ccccc2)cc1	79	-2	11	1	-4	96	100	111
Cn1c(=O)[nH]c(=O)c2c1nc(N1CCC(Cc3ccccc3)CC1)n2Cc1ccccc1	113	-4	-11	7	5	100	86	87
O=C(CCCN1C(=O)/C(=C/c2ccccc2OC(F)F)SC1=S)Nc1cccnc1	98	6	0	-5	3	99	99	103
N#Cc1ccc(S(=O)(=O)NC2CCN(Cc3ccccc3)CC2)cc1	88	-3	1	-5	-2	98	109	101
Cc1ccc(CSc2nc3c(c(N(C)C)n2)CCCC3)cc1	93	-1	4	-1	4	100	109	103
CC(O)c1nc2cc([N+](=O)[O-])ccc2n1Cc1ccccc1 (stereo not drawn)	103	-2	-5	-4	15	100	86	104
Cc1ccc(S(=O)(=O)N2CCN(Cc3ccccc3)CC2)c(C)c1N(C)S(=O)(=O)c1ccccc1	99	0	1	1	-5	98	86	93
CCOC(=O)c1nn(-c2ccccc2)c(=O)c2c(NC(C)=O)scc12	85	1	0	3	8	103	100	105
CC(=O)COc1ccc2c(-c3ccccc3)cc(=O)oc2c1C	109	9	-21	-4	-1	103	92	111
CC(=O)c1cc(C(=O)N2CCc3c([nH]c4ccccc34)C2CC(C)C)[nH]n1 (stereo not drawn)	93	16	-14	-2	-3	98	99	99
O=C(C1=C(O)C(=O)N(CCCn2ccnc2)C1c1cccc(Br)c1)c1ccco1 (stereo not drawn)	84	33	-13	-24	-34	99	95	96
Cc1cc(C)n(CC(=O)NCCC2=CCCCC2)n1	98	0	-11	0	3	112	113	117
CSc1nsc(SCC(=O)Nc2ccccc2C(=O)O)n1	113	20	-11	-13	7	102	101	102
NS(=O)(=O)c1ccc(S(=O)(=O)NCCc2ccccc2)cc1	110	0	-12	-7	10	97	107	100
Cc1ccc(OCCCCN2CCCC(C)C2)c([N+](=O)[O-])c1 (stereo not drawn)	79	-1	10	-2	3	98	100	105
NNC(=O)c1csc(COc2cc(Cl)cc(Cl)c2)n1	114	36	10	-5	-4	91	109	82
COc1ccc(C2=CC(=O)C[C@H](c3ccc(OC)c(OC)c3)C2)cn1	84	3	-3	-1	2	104	105	96
O=C(c1ccc(OC2CCN(CCc3ccccc3)CC2)cc1)N1CCCC(CCCO)C1 (stereo not drawn)	92	-1	3	-1	-1	98	91	101
Cc1cc(Cl)ccc1NC(=S)NCCCO	100	-1	2	-13	6	93	107	96
O=C(CSc1ncccc1C(=O)O)NC12CC3CC(CC(C3)C1)C2	93	0	0	7	-1	98	98	99
C=CCn1c(SCc2cc(=O)n3ccsc3n2)nc2sc(C)c(C)c2c1=O	107	2	2	4	22	91	105	101
Cc1ccc(CNc2oc(C)nc2C#N)cc1	96	0	-6	2	7	97	/	99
O=C(NC(=S)Nc1cc(S(=O)(=O)N2CCOCC2)ccc1N1CCOCC1)C1CCCC1	108	-2	-22	7	5	98	99	101
O=[N+]([O-])c1ccc(N2CCCC2)cc1NCc1ccccc1	85	12	12	-39	-30	102	101	113
Fc1ccc2nc3[nH]c4ccccc4c3nc2c1	88	134*	14	-2	-7	78	106	108
COc1ccc(OC(=O)c2c(C)nn(-c3ccccc3)c2C)cc1	95	-2	5	6	3	97	107	97
COc1cccc(NC(=O)CCc2nnc3ccc(NCc4ccco4)nn23)c1	109	12	-3	-8	1	100	97	91
O=C(Nc1ccc(F)c(F)c1)c1ccccc1	101	5	1	5	0	100	123	100
Cc1cccc(NC(=O)CCNC(=O)c2ccco2)c1	103	-2	-24	-3	-3	102	100	102
CC(OC(=O)c1ccc(NC(=O)CC#N)cc1)C(=O)NCCC1=CCCCC1 (stereo not drawn)	81	-2	-5	-2	10	96	99	101
CCCC(=O)OCCNc1cc(SCc2ccco2)c2nonc2c1[N+](=O)[O-]	114	-1	12	-12	-17	100	94	98
COc1cccc(-c2cc(C(=O)Nc3ccc(OC)c(OC)c3)no2)c1	86	-8	-5	4	3	99	102	101
Nc1nc(SCC(=O)Nc2cc(C(F)(F)F)ccc2N2CCOCC2)n[nH]1	104	-1	15	1	5	95	91	181*
OCC[C@H]1C[C@@H](O)[C@H](O)[C@]2(CCc3ccccc3CO2)O1	95	0	3	6	2	98	128	87
COC(=O)C(C(=O)OC)C(C(C)C)C(C(=O)OC)C(=O)OC	104	0	-14	3	-6	95	95	95
CCOc1ccccc1C(=O)NC(C(=O)OCC(=O)Nc1nnc(-c2ccccc2)o1)C(C)C (stereo not drawn)	85	0	6	9	7	95	97	96
c1ccc2c(-c3nnc4n3CCCCC4)cc(-c3ccncc3)nc2c1	94	3	3	2	6	99	87	93
COc1ccc(-c2nc(C#N)c(N3CCOCC3)o2)cc1OC	114	20	-2	-6	4	100	95	102
C=CCNC(=O)c1cc2nc(C3CC3)cc(C(F)F)n2n1	118	3	-6	-15	0	/	97	98
CN(C)S(=O)(=O)c1ccc(N2CCCC2)c(C(=O)N2CCN(c3ccc([N+](=O)[O-])cc3)CC2)c1	95	0	20	-10	-9	90	91	94
Cc1cccc(NC(=O)C2CCN(S(=O)(=O)c3cccc4cccnc34)CC2)n1	87	4	-5	-1	7	114	107	109
CCOc1ccc(C(=O)NCCCn2ccnc2)cc1	98	20	-1	1	5	97	107	101
CCCCOC(=O)c1ccc(NC(=O)c2nn(C)cc2Br)cc1	104	0	7	7	11	100	113	102
Cc1ccc(OCCNC(=O)c2ccco2)cc1C	118	1	-1	-4	-4	95	103	100
O=C(COC(=O)c1ccc(O)cc1)Nc1cc(C(F)(F)F)ccc1N1CCOCC1	101	3	0	1	8	95	98	93
O=C(O)c1ccc(/C=N/Nc2ccc(F)cc2F)cc1	94	0	2	-4	6	123	111	109
Cc1cc(C(=O)O)ccc1-c1ccc(CO)o1	102	3	-4	3	-8	109	97	109
O=C(CC1SC(N2CCCCC2)=NC1=O)Nc1ccc(C(=O)O)cc1 (stereo not drawn)	92	-2	-11	7	6	101	106	95

Screening data from PubChem.
